MmCpn inh: blocks the Methanococcus maripaludis chaperonin Mm-Cpn; purified Mm-Cpn ATPase, ADP Transcreener TR-FRET; Potency, µM (titrated, usually from 76.9 µM), for inactives: top-dose activity, negative = inhibition, usual class: inhibitors; 0.031% of 330,000 active; also: potency is read from the fitted curve at half-maximal effect; % is scaled to controls: 0 for no effect and ±100 for the full control effect; nearly all actives have a fitted effect of over 80% in size
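Measured: ADP formation by purified Mm-CPN. Conditions: 25 nM protein, 10 uM ATP, Tris pH 7.4 with Mg2+, K+ and DTT, 37°C for 30 min. Detection: Transcreener HTRF after 30 min at room temperature.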
Akt phos inh: Akt phosphorylation inhibition | Neuro2A IGF-stimulated pAkt S473 HTRF, 20 min; hits give low values | activity change, % for hits at 50 µM | 0.32% of 360,000 active | AID 651550; in the data active = activity change below about -80%; inconclusive = mostly about -51% to -80%; also: % is scaled to controls: 0 for no effect and ±100 for the full control effect
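Neuro2A cells in DMEM with 0.5% FBS, overnight at 37 deg C, given compound at single 50 µM final, then IGF (6 nM final) for 20 min at 37 deg C. Lysed; phospho-Akt Ser473 by HTRF after 24 h, 665/615 ratio.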
TGFb SMAD3 inh: blocks TGF-b signaling | HepG2 CAGA-GFP TGF-b/SMAD3 reporter, GFP fluorescence, 18 h; TGF-beta stimulated, 500 pg/mL final | Potency, µM (doses to about 46.1 µM), for inactives: at the top dose activity, negative = inhibition, hits mostly inhibitors | 1.2% of 410,000 active | AID 588855; also: potency is read from the fitted curve at half-maximal effect; % is scaled to controls: 0 for no effect and ±100 for the full control effect; nearly all actives have a fitted effect of over 65% in size
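Per well, imaged GFP fluorescence of HEPG2 CAGA-GFP cells gives the signal; cells get compound, then TGF-beta (500 pg/mL final), 18 h at 37 degrees C; %Activity versus -TGF-beta and +DMSO controls.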
Nrf2 ARE act: activators of Nrf2 (ARE) signaling. AID 624171. AREc32 ARE-luciferase reporter (MCF7-derived line), luminescence, 24 h. Potency, µM (highest dose often 46.1 µM), inactives show top-dose activation, most hits filed as activators. 0.31% of 410,000 active; also: potency is read from the fitted curve at half-maximal effect; % of control where 0% means no effect; nearly all actives have a fitted effect of over 65% in size
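Luciferase luminescence (Steady-Glo, 30 min at room temperature) served as the read-out of ARE activation in AREc32 cells treated with compounds for 24 hr at 37 deg C.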
Nrf2 inh: blocks Nrf2 signaling; A549 ARE-Fluc reporter, luciferase luminescence, 18-24 h; Potency, µM (highest dose often 46 µM), for the others: at the top dose activity change, negative = inhibition, most hits filed as inhibitors; 2.1% of 360,000 active; AID 504444; also: potency is read from the fitted curve at half-maximal effect; % is scaled to controls: 0 for no effect and ±100 for the full control effect; nearly all actives have a fitted effect of over 60% in size
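Nrf2 function is reported as luminescence of an ARE-controlled luciferase in A549 cells. Compounds were tested at several concentrations, and a CellTiter-Fluor read on the same wells flagged cytotoxicity.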
HepG2 viability: kills HepG2 cells in TGF-b inhibitor counter-screen. 0.76% of 410,000 active. HepG2 CAGA-GFP viability, ATP luminescence, 18 h. Potency, µM (series often up to 46.1 µM), for inactives: at the top dose activity change, negative = cytotoxicity, usual class: cytotoxic; also: potency is read from the fitted curve at half-maximal effect; some results filed as inactive show a strong effect at the top dose
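CellTiter-Glo luminescence gave cytotoxicity after 18 hours at 37 degrees C. The cells were HepG2 CAGA-GFP in 1% FBS DMEM, stimulated with 500 pg/mL TGF-beta after compound addition. %Activity was normalised to no-cell wells (complete cell-killing) and DMSO (no toxicity), and curves were fitted and classified.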
CCT chaperon mod: cytosolic chaperonin activity modulation. purified chaperonin ATPase assay, HTRF ADP detection, 30 min. activity change, % (no concentration beside the values), hits read low. 0.3% of 360,000 active; in the data active = activity change below about -30%; also: % is scaled to controls: 0 for no effect and ±100 for the full control effect
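We incubate TRiC, 40 or 20 nM final, with library compounds at 76 uM and 10 uM ATP for 30 min at 37 °C. ADP formed is detected with Transcreener HTRF reagents after 30 min at room temperature.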
ATXN viability: viability counter-screen for ATXN expression inhibitors | S2 cells (HEK-293 line with an ATXN2-luciferase reporter) viability, CellTiter-Fluor protease fluorescence, 24 h | AID 651635 | Potency, µM (doses to about 56.7 µM), usual class: cytotoxic | 0.49% of 400,000 active; also: potency is read from the fitted curve at half-maximal effect; nearly all actives have a fitted effect of over 40% in size
A549 viability: counter-screen for Nrf2 inhibitors: cytotoxicity in A549 cells; A549 ARE-Fluc cells, CellTiter-Fluor viability, 18-24 h; Potency, µM (titrated, usually from 46 µM), inactives show at the highest dose activity change, negative = cytotoxicity, actives largely listed as inhibitors; 0.16% of 390,000 active; also: potency is read from the fitted curve at half-maximal effect; % is scaled to controls: 0 for no effect and ±100 for the full control effect
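A549 ARE-Fluc cells in 5% FBS OPTI-MEM, 5000 cells/well, rested 2 h then exposed to compounds in concentration-response for 18-24 h at 37 °C. Viability by CellTiter-Fluor fluorescence (Ex 405/Em 525) after 30 min; luciferase luminescence (BugLite, 15 min, RT) read afterwards.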
An asterisk follows results filed as active; i = inactive; ? = inconclusive; nt = not tested or not shown; & = joins results of further samples; [ ] = another dose, or the depositor's remark. Unless noted, calls follow the shape of the dose curve; as a rule, active = well fitted curve in the direction sought with a large enough effect; inconclusive = small, poorly fitted or top-dose-only effect, or another doubt; inactive = no such curve, though single readings can be large; an effect the other way counts as inactive or inconclusive.

Values run as follows: MmCpn inh	Akt phos inh	TGFb SMAD3 inh	Nrf2 ARE act	Nrf2 inh	HepG2 viability	CCT chaperon mod	ATXN viability	A549 viability
- O=C(CN1CCN(Cc2ccc(F)cc2Cl)C1=O)NCCc1ccc(Cl)cc1
 : 3%	i	?	0.9%&0.5%	-4%&1%	-28%&-19%	-1.7	?	?
- COc1ccccc1-c1cc(C(=O)Nc2ccccc2SC)no1
 : 1%	i	-14%	1.5%	-2%	-12%	-3.1	i	2%
- Cc1ccccc1NC(=O)c1ccco1
 : 0%	i	25%	2.3%	-1%	44%	-3.5	?	-4%
- CC1CCCN(C(=O)C23CCC(C)(C(=O)C2)C3(C)C)C1 (configuration not stated)
 : 0%	nt	12%	-0.4%	1%	-3%	-2.5	i	-3%
- COc1ccc(Cl)cc1NC(=O)Cn1nc(Cc2ccncc2)c2ccccc2c1=O
 : nt	nt	?	0.5%	-28%	-36%	nt	nt	-5%
- CC/C(=N\NC(=O)CSc1ncccn1)c1ccc2c(c1)OCCO2
 : 1%	i	1%	0.2%	-2%	-18%	-4.1	i	11%
- Cn1c2ccccc2c2c(C(=O)NCC3CCCO3)cn(C3CCCC3)c(=O)c21 (configuration not stated)
 : 1%	i	-1%	-0.8%	3%	-10%	-12	i	10%
- CCNC(=O)c1cccc(NC(=O)c2cc(C3CC3)nc3c2cnn3C(C)C)c1
 : -3%	i	13%	-0.2%	18µM*	7%	0.7	i	-11%
- Cc1ccc(C(=O)NC(=S)N2CCN(c3ccc([N+](=O)[O-])cc3)CC2)cc1
 : -3%	i	0%	-0.7%	6%	-1%	-0.2	i	-10%
- CC(C)SCc1cc(N2CCCC2)nc(-c2ccccc2)n1
 : 3%	i	-19%	0.3%	10%	-13%	-1.8	i	6%
- Cn1c(SCC(=O)Nc2ccc3c(c2)OCO3)nnc1C(F)(F)F
 : -3%	i	-10%	3.0%	-13%	-38%	-4.6	i	2%
- CC1(C)Cc2nc(N)c(C(=O)NCCO)cc2CO1
 : -3%	i	2%	0.7%	-21%	-3%	-0.4	i	-1%
- Cn1c(N2CCCC2)nc2c1c(=O)n(Cc1ccc(F)cc1)c(=O)n2C
 : 1%	i	4%	-0.1%	6%	-18%	-1.5	i	12%
- Cc1ccc(OCC(=O)Nc2ccc(F)cc2)cc1C
 : 0%	i	-2%	-0.4%	30%	-18%	0.6	i	1%
- COc1ccc(Cn2c(C)ccc2C)cc1
 : -1%	i	0%	3.8%	-7%	0%	-1.7	i	-13%
- C=C(C)[C@@H]1CC=C(CN2CCC(CCOC)(C(=O)OCC)CC2)CC1
 : 1%	i	0%	-0.1%	0%	-21%	0.8	i	-9%
- O=C(O)CSc1nnc(-c2ccc3c(c2)OCO3)o1
 : 0%	i	-3%	-2.2%	-12%	-1%	-0.3	i	-6%
- CCCCOC(=O)Nc1ccc(N2CCCCC2)cc1
 : -2%	i	-19%	0.5%	?	-45%	-4.1	i	5%
- COC(=O)c1cc2c(cc1Cl)N1CCCCCC1=NS2(=O)=O
 : 3%	i	-6%	2.0%	10%	-3%	-1.5	i	6%
- COc1ccc(C(=S)N2CCN(C)CC2)cc1Br
 : -4%	i	-3%	-0.7%	?	1%	-1.1	i	13%
- CCN(CC)C(=O)Cn1cc(SCC(=O)Nc2cccc(F)c2)c2ccccc21
 : nt	nt	0%	-0.3%	0%	-12%	nt	?	1%
- C=CCNc1nc(C)c(CNc2c(C)cc(C)cc2C)nc1C#N
 : 0%	i	4%	-1.1%	?	-1%	1.1	i	-3%
- FC(F)(F)c1ccccc1Cc1c(-c2cccc(Cl)c2)nc2c3ccccc3ccn12
 : nt	i	nt	12%	nt	nt	-0.6	i	nt
- O=C1c2ccccc2C(=O)N1CC(=O)N1c2ccccc2Sc2ccc(C(F)(F)F)cc21
 : -26%	i	-9%	1.8%	10%	3%	1.6	i	-1%
- CCCCN(CC(=O)NC1CCCC1)C(=O)C(=O)Nc1ccc2c(c1)OCCO2
 : -2%	i	-8%	-0.3%	-5%	-33%	-7.1	i	-6%
- CCOC(=O)[C@H]1[C@H]2COc3ccccc3[C@@H]2N2C(=O)c3cc(Br)ccc3NC(=O)[C@@]12C
 : -4%	i	?	-0.7%	11%	-6%	1.0	i	-11%
- COC(=O)[C@@]1(C(C)C)N=C(c2cc(OC)c(OC)c(OC)c2)[C@]2(O1)C(=O)Nc1ccc(F)cc12
 : nt	i	nt	4.7%	nt	nt	1.6	?	nt
- CCCCCCc1nnc(N)s1
 : 0%	i	12%	0.4%	16%	1%	1.6	i	11%
- O=C(NCc1cccs1)c1ccc(S(=O)(=O)N2CCCCC2)cc1
 : -6%	i	?	-0.6%	-10%	-13%	2.6	i	6%
- CC(=O)c1ccc(S(=O)(=O)N2CCN(C(=O)c3cccc(S(=O)(=O)N4CC(C)OC(C)C4)c3)CC2)cc1 (configuration not stated)
 : nt	i	-9%	-0.7%	-23%	6%	1.0	i	0%
- Cc1ccc(CN(C)C(=O)CSc2nnc3n2CCCCC3)c(C)c1
 : 3%	i	-4%	0.2%	12%	1%	-3.5	i	4%
- COc1cccc(/C=C2\N=C3CCCCCN3C2=O)c1
 : -2%	i	-3%	2.9%	?	-21%	-0.4	?	-7%
- Cc1ccccc1C(=O)Nc1cccc(NC(=O)c2ccc(-c3ccc(Br)cc3)o2)c1
 : -3%	i	-6%	0.4%	-29%	-63%	-1.9	i	-17%
- Cc1cccc(C(=O)Nc2nnc(S(=O)(=O)N(C)Cc3ccccc3)s2)c1
 : nt	nt	-5%	5.2%	-4%	-12%	nt	i	5%
- COc1ccc(Cl)cc1-c1cc(C(=O)NCc2ccc(F)cc2)[nH]n1
 : nt	i	-6%	11%	nt	-6%	1.0	?	nt
- CCOC(=O)C1(Cc2cccc(F)c2)CCN(Cc2ccc(COC)o2)CC1
 : 2%	i	-31%	-0.2%	-1%	-8%	-10	i	-1%
- O=C1COc2ccc(-c3cc(-c4ccccc4)c4c(n3)-c3cc(Cl)ccc3OC4)cc2N1
 : nt	nt	-2%	0.1%	6%	1%	nt	i	-1%
- COc1ccccc1NC(=O)C1CCCCC1
 : 1%	i	-2%	-0.2%	-7%	-4%	-3.7	i	-5%
- C=CCC1(NC(C)c2ccccc2)CCCCC1 (configuration not stated)
 : 1%	i	?	-0.3%	11%	7%	-3.0	i	4%
- CCOC(=O)c1ccc(Nc2nc3nonc3nc2Nc2cccc(C)c2C)cc1
 : nt	nt	?	-0.5%	2.3µM*	-45%	nt	nt	?
- COc1ccccc1NC(=O)c1ccc(-n2cccn2)nc1
 : 0%	i	0%	0.7%	8%	-3%	-1.6	i	10%
- COc1ccc(N2C(=O)CSC2c2ccc([N+](=O)[O-])cc2)cc1 (configuration not stated)
 : 3%	i	26%	0.3%	3%	-5%	-1.4	i	-1%
- Cc1ccc(Cl)cc1NC(=O)c1sc(-n2nc(C)c(Cc3ccc4c(c3)OCO4)c2C)nc1C
 : nt	nt	-4%	-1.2%	18%	-12%	nt	nt	0%
- CC(C)c1ccc(NC2CCCN(C(=O)c3cc(C(C)C)[nH]n3)C2)cc1 (configuration not stated)
 : 0%	i	-3%	-0.3%	-9%	-20%	0.1	i	-1%
- Cc1cccc(NC(=S)NN2CCN(C)CC2)c1C
 : -2%	i	-8%	-0.3%	nt	-1%	3.2	i	-2%
- c1ccc2c(c1)oc1c(NCc3ccc4c(c3)OCO4)ncnc12
 : -4%	i	-15%	6.3%	?	-4%	0.1	i	-13%
- Cc1ccc(NC(=O)c2nc[nH]c2C(=O)NCC(=O)OC(C)(C)C)cc1
 : 0%	i	-4%	4.7%	-3%	-21%	-1.7	i	3%
- O=C(CSc1nc(-c2ccc(F)cc2)nc2ccc(F)cc12)Nc1cccc(C(=O)O)c1
 : -17%	i	2%	1.6%	0%	2%	-5.4	?	-6%
- Cc1ccc(C)c(OCc2cc(C(=O)N(C)Cc3nccn3C)no2)c1
 : 1%	i	1%	0.6%	10%	-18%	-2.4	i	-7%
- Cn1nnnc1SCC(=O)NCc1cccc(C(=O)O)c1
 : -1%	i	-6%	0.1%	4%	-14%	-0.4	?	4%

Next part:
Values run as follows: MmCpn inh	Akt phos inh	TGFb SMAD3 inh	Nrf2 ARE act	Nrf2 inh	HepG2 viability	CCT chaperon mod	ATXN viability	A549 viability
- Cc1ccc(S(=O)(=O)c2nnn3c2nc(N2CCCC2)c2sccc23)cc1
 : nt	nt	56%[activator]	1.0%	33%	-1%	nt	nt	-1%
- CC(=O)Nc1cc(-c2ccc(F)cc2)[nH]n1
 : 1%	i	-13%	27%	8%	6%	-4.3	i	1%
- Cc1cc(C)c2sc(N(CCCN(C)C)C(=O)CN3C(=O)c4ccccc4C3=O)nc2c1
 : 0%	i	?	5.9%	3%	-65%	-2.2	i	3%
- FC(F)(F)COc1nc(N2CCCCC2)nc(N2CCNCC2)n1
 : 3%	i	10%	3.9%	7%	2%	-0.4	i	-6%
- CCn1c(SCC(=O)N2CCCc3ccccc32)nc2c(c1=O)SC(C)C2 (configuration not stated)
 : 0%	i	1%	-0.5%	?	-13%	0.5	?	-30%
- COc1ccccc1NC(=O)C(=O)N1CCCC1
 : 3%	i	10%	5.8%	?	-17%	0.7	i	-5%
- C/C(=N/NS(=O)(=O)c1ccc(Br)cc1)c1ccc(NC(=O)c2ccc(C)o2)cc1
 : 1%	i	14%	2.6%	-24%	3%	-0.8	i	-3%
- CC(=O)Nc1nc2n(n1)C(c1ccc(F)cc1)C=C(c1ccccc1)N2 (configuration not stated)
 : -8%	i	2%	5.1%	-10%	-19%	-0.4	nt	?
- Cc1cccc(N2CCN(C(=O)Cc3c(C(=O)O)c(C)cn3C)CC2)c1C
 : nt	nt	2%	-0.2%	nt	7%	nt	i	0%
- Cc1cc(C)n(-c2ccc(-n3ccnc3)nn2)n1
 : -2%	i	1%	0.4%	-6%	-10%	0.2	i	-1%
- Cc1cccc(NC(=O)Nc2c(C)[nH]c(=O)[nH]c2=O)c1C
 : 2%	i	0%	-0.1%	-1%	-29%	-2.1	i	2%
